Source: PubChem (NCI)
NCI-60 one-dose screen, 48 h, at 10 µM unless noted. Numbers give growth in % (100 = growth as untreated, 0 = no growth, -100 = all killed).
HL-60(TB): HL-60(TB) leukemia cells; actives 9% (n = 78,000); AID 1794776; active means growth percent below 10
Active calls of the source: *; & = joins results of further samples.

compound | HL-60(TB)
Cc1ccc(N(C(=O)CCc2c[nH]c3ccccc23)[C@H](C(=O)Nc2ccc(Cl)cc2)c2cccc([N+](=O)[O-])c2)cc1 | 70.7
CCN(c1cc(-c2ccc(CN3CCN(C(=O)CCCCCCCCCC(=O)N[C@H](C(=O)N4C[C@H](O)C[C@H]4C(=O)NCc4ccc(-c5scnc5C)cc4)C(C)(C)C)CC3)cc2)cc(C(=O)NCc2c(C)cc(C)[nH]c2=O)c1C)C1CCOCC1 | 47.0
C/C(N)=N/S(=O)(=O)c1ccc(N)cc1 | 112.7
COc1ccc(C(O)c2cc3c(N)c(C(=O)Nc4cccc(Br)c4)sc3nc2C)cc1 (stereo unspecified) | -5.7*
COc1ccc(-c2cn[nH]c2-c2cc(OC)c(OC)c(OC)c2)cc1N | -10.7*
COC(=O)C1=NN(c2ccccc2)C2N1c1ccccc1N1C(C(=O)OC)=NN(c3ccccc3)C21C (stereo unspecified) | 138.0
N#CCCNC(=O)c1ccccc1 | 95.6
O=C(CCCCCCCC(=O)N1CCCCCC1)N1CCCCCC1 | 102.4&100.7
O=C1CCN(c2ccc(-c3ccco3)cc2)N1c1ccc(-c2ccco2)cc1 | 92.4
COc1ccc(/C=C(/C2=NCCN2)n2cnc3ccccc32)cc1 | 97.9
COc1ccccc1-c1nc2cc(C(=O)Nc3ccccc3)ccc2n1C1CCCCC1 | 77.5
CC(=O)CC(=O)Nc1ccc(C)cc1C | 72.4
CN(C)CC(=O)Nc1ccc(-n2cc(-c3ccncc3)c(-c3ccc(Cl)c(O)c3)n2)cc1 | 94.7
Oc1ccc(O)cc1 | 48.4
O=C(CI)NC(=O)NC(=O)NCCc1ccc(O)cc1 | 101.7
COC(=O)C1=C(Nc2ccccc2)C(=O)OC12C(=O)Nc1ccc([N+](=O)[O-])cc12 (stereo unspecified) | 108.1
CCCn1nc(C(=O)N2CCCCC2)c2c1CCC(N1CCC(c3ccncc3)CC1)C2 (stereo unspecified) | 96.6
CN(C)c1ccc(/C=C2\Cc3cc4c(cc3C2=O)OCO4)cc1 | 68.9
Brc1ccc(-c2cc(-n3nnnc3-c3ccccc3)no2)cc1 | 94.0
COc1ccc(OC)c2c1nnc1c3cccnc3c(C#N)n12 | 82.8
CC1(C)CC[C@]2(CO)CC[C@]3(C)C(=CC[C@@H]4[C@@]5(C)C[C@H](O)CC(C)(C)[C@@H]5CC[C@]43C)[C@@H]2C1 | 101.8
NNc1cc(Cl)c(S(=O)(=O)O)cc1Cl | 94.8
S=C(NNC(=S)Nc1ccc(Cl)cc1)Nc1ccc(Cl)cc1 | 98.1
CCN(CC)C(C)(O)CN (stereo unspecified) | 139.5
CC1CC(=O)CC(C)(C#N)C1 (stereo unspecified) | 80.0
COC(=O)[C@@H](C)C[C@H](Cc1ccccc1)NC(=O)c1csc([C@@H](C[C@H](C(C)C)N(C)C(=O)[C@@H](NC(=O)[C@H]2CCCCN2C)C(C)C)OC(C)=O)n1 | -47.8*
COC(=O)C12CC(NC(=O)c3csc([C@@H](C[C@H](C(C)C)N(C)C(=O)[C@@H](NC(=O)[C@H]4CCCCN4C)C4CC4)OC(C)=O)n3)(C1)C2 | -44.0*
CC(=O)OC(C(=O)Nc1ncccn1)c1ccccc1 (stereo unspecified) | 99.6
COc1ccc(/C(=N/O)c2cc(OC)c(OC)c(OC)c2)c(OC)c1N | -24.6*
COc1cc(/C=C\C(=O)OC/C=C/c2ccc3c(c2)OCO3)cc(OC)c1OC | 78.6

An excerpt of these results, field by field:
C/C(N)=N/S(=O)(=O)c1ccc(N)cc1
  HL-60(TB): 112.7
CCN(c1cc(-c2ccc(CN3CCN(C(=O)CCCCCCCCCC(=O)N[C@H](C(=O)N4C[C@H](O)C[C@H]4C(=O)NCc4ccc(-c5scnc5C)cc4)C(C)(C)C)CC3)cc2)cc(C(=O)NCc2c(C)cc(C)[nH]c2=O)c1C)C1CCOCC1
  HL-60(TB): 47.0
COc1cc(/C=C\C(=O)OC/C=C/c2ccc3c(c2)OCO3)cc(OC)c1OC
  HL-60(TB): 78.6
COC(=O)C1=NN(c2ccccc2)C2N1c1ccccc1N1C(C(=O)OC)=NN(c3ccccc3)C21C (stereo unspecified)
  HL-60(TB): 138.0

Carrying on.
compound | HL-60(TB)
CN(C)/C(N)=N/N=C(\c1ccccc1)c1ccccn1 | 98.5
O=C(CCCCn1ccc(=O)[nH]c1=O)Nc1ccc(O)c(C(=O)O)c1 | 97.6
O=[N+]([O-])c1ccc2[nH]cc([C@@]3(O)c4ccccc4-c4c3c3c5cc([N+](=O)[O-])ccc5[nH]c3c3c4[nH]c4ccc([N+](=O)[O-])cc43)c2c1 | 101.9
CC(=O)CCn1[nH]c(=O)c2ccccc2c1=O | 97.4
CC(=O)Nc1ccc2c(c1)Cc1cc(N3C(=O)C=CC3=O)ccc1-2 | 98.9
CN(C)Cc1ccccc1 | 103.2
Cc1ccccc1N/C=C/C(=O)c1ccc2c(c1)Nc1ccccc1S2 | 98.4
CC(=O)c1nc2ccccc2n1CCn1cnc2c(N)ncnc21 | 102.6
COP(=O)(OC)C(O)c1ccc(Cl)cc1 (stereo unspecified) | 98.9
Cc1cc2c(c(=O)o1)C1(C)CC(C)(O2)c2c(cc(C)oc2=O)O1 | 115.8
O=C1c2ccccc2C(=O)c2c1ccc(C(Br)Br)c2[N+](=O)[O-] | -37.9*
NCCS(=O)(=O)O | 106.5
C=C1C(=O)O[C@H]2[C@H]1CC/C(COC(=O)c1cc3cc(F)ccc3[nH]1)=C\CC[C@@]1(C)O[C@@H]21 | -32.6*
Cc1onc2c(=O)[nH]nc(-c3ccccc3)c12 | 112.5
O=[N+]([O-])O[C@@H]1CO[C@H]2[C@@H]1OC[C@@H]2O | 115.7
CC1(C)OCC(N)(CO)CO1 | 64.2
COc1ccc(-c2nc(SCCC(C)C)nc(N3CCN(C)CC3)c2C#N)cc1 | 76.2
O=c1[nH][nH]c2c(N=Cc3ccccc3O)ccc(F)c12 | 70.1
CCC(=O)OC1=CN2C(=NC(c3ccc(N)cc3)=CC2c2cc(OC)c(OC)c(OC)c2)S1 (stereo unspecified) | 36.5
c1nc(N2CCCCC2)c2cc[nH]c2n1 | 103.8
O=C(/C=C/c1ccncc1)N1CCc2ccc([N+](=O)[O-])cc2C1 | 95.1
COc1ccc(C(C)=O)cc1S(=O)(=O)Nc1c(N)ncnc1N | 84.9
COc1ccc(OC)c(/C=C/[C@H]2O[C@@H](C)[C@H](O)[C@@H]2O)c1 | 88.3
COc1ccc(-c2oc(=O)n(C)c2-c2ccc(OC)cc2)cc1 | 91.5
COc1ccc2c(c1)C=C1COCC3=Cc4cc(OC)ccc4OC13O2 | 105.1
CCCCC(C(=O)c1ccccc1)N1CCOCC1 (stereo unspecified) | 104.6
CC(COC(=O)C(c1ccccc1)C1C=CCCC1)N1CCCC1 (stereo unspecified) | 91.6
O=C(CC1(O)C(=O)Nc2c(Cl)cc(Cl)cc21)c1cccc([N+](=O)[O-])c1 (stereo unspecified) | 83.5
S=C1SCN(Cc2ccccc2)CN1Cc1ccccc1 | 16.5
O=C(NNS(=O)(=O)c1ccc([N+](=O)[O-])cc1)c1ccccc1 | 131.7
Clc1ccc2oc3c(OCCCN4CCOCC4)c4ccccc4nc3c2c1 | 86.9
O=C(O)CC(Cl)C(Cl)CC(=O)O (stereo unspecified) | 99.5
CC[N+](CC)(CCOCCOCC[N+](CC)(CC)Cc1ccc([N+](=O)[O-])cc1)Cc1ccc([N+](=O)[O-])cc1 | 93.4
Cn1c(N)c([C@H]2c3ccccc3Oc3c2c(=O)n(C)c(=O)n3C)c(=O)n(C)c1=O | 100.3
O=C1/C(=C/c2ccc(OCCCc3ccccc3)cc2)Oc2cc(O)ccc21 | 54.1
O=C1C=C(O)C(c2ccccc2)=CC1=O | 112.7
CCCCNP(=O)(Oc1ccccc1)Oc1ccccc1 | 71.3
CN(C)C/C=C/C(=O)Nc1cc2c(Nc3ccc(F)c(Cl)c3F)ncnc2cc1OCCOC(F)F | 13.2
CCN(CC)c1cc(Cl)ccc1C | 92.4
CCCCOP(=O)(CCCC)OCCCC | 107.9

Reformatted as labelled records: 2 of the compounds above
> Clc1ccc2oc3c(OCCCN4CCOCC4)c4ccccc4nc3c2c1
- HL-60(TB): 86.9

> O=C(O)CC(Cl)C(Cl)CC(=O)O (stereo unspecified)
- HL-60(TB): 99.5

Additional results
compound | HL-60(TB)
O=C(O)/C(=C\c1ccc([N+](=O)[O-])cc1)c1cccc(Cl)c1 | 99.9
COc1cc(-n2nnc3c4nc(-c5ccc([N+](=O)[O-])cc5)oc(=O)c4c(C)nc32)cc(OC)c1OC | 103.4
CCC(=O)Nc1cccc(C(=O)Nc2cccc(NC(C)=O)c2)c1 | 113.8
COc1ccc2c(c1)oc1c(C)c3c(c(C)c12)C(=O)N(O)C3=O | 71.6
O=C(Nc1cc(C(F)(F)F)ccc1Cl)C(Cl)Cl | 95.6
COc1ccc(-n2nnc3c4nc(-c5ccc(Cl)cc5)oc(=O)c4c(C)nc32)cc1 | 106.7
Cc1c/c(=N\NC(=O)Nc2ccc(C(F)(F)F)cc2)oc2cc(O)ccc12 | 81.5
O=C(NCc1cccc(Cl)c1)C1=NOC(Cc2nc3ccccc3o2)C1 (stereo unspecified) | 92.0
CCOC(=O)c1c(C)oc2cc3c(C(=O)OCC)c(C)oc3cc12 | 94.7
CCN(CC)CCOC(=O)C(O)(c1ccccc1)c1ccccc1 | 75.3
Cc1nc(NCCCN2CCOCC2)c2cnn(-c3ccccc3)c2n1 | 94.5
CNC(=O)c1c(NC(=O)c2ccc(F)cc2F)sc2c1CCC(=O)C2 | -12.6*
Cc1ccc2[nH]c(C)c(CC(=O)O)c2c1 | 95.8
Cc1c(-c2ccccc2)nc(NCCO)c(C#N)c1C#N | 131.7
COc1ccc2c(c1)-n1c(C)cc(=O)n1CC(=O)N2 | 100.6
O=C(CN(C1CCCCC1)C1CCCCC1)Nc1ccc(S(=O)(=O)c2ccc(NC(=O)CN(C3CCCCC3)C3CCCCC3)cc2)cc1 | -39.3*
C=Cc1cnc(Nc2ccc(OC)cc2)nc1NCCCNC(=O)C1CCC1 | 14.6
CC(=O)OC(C)c1cccc(C#N)c1 (stereo unspecified) | 105.0
O=C(NCc1ccccc1)C(F)(F)F | 99.1
CCOC(=O)C1=C(C)N(c2ccc(C#N)cc2)C2(O)C=CC(O)=C(C#N)C12C#N (stereo unspecified) | 93.9
O=[N+]([O-])c1ccc2c(N=Nc3ccc4ccccc4c3O)c(O)cc(S(=O)(=O)O)c2c1 | 108.1
COC(=O)[C@@H]1CSCN1C(=O)C1=C(C)NC(=S)NC1c1cccc(O)c1 (stereo partly specified) | 84.2
CC1=NNC(=O)C1CCC(=O)N/N=C(\C)c1ccc2ccccc2c1 (stereo unspecified) | 86.4
CN(C)N=Nc1nn(C(=O)Nc2ccc(Cc3ccccc3)cc2)c2ccc(Cl)cc12 | 101.7
CC1(C)CC[C@]23CC[C@]4(C)[C@H](CC[C@@H]5[C@H]6C[C@]7(Nc8ccccc8C7=O)C(C)(C)[C@@H]6CC[C@]54C)[C@H]2C1OC3=O | 86.9
CC1=NN(c2nc(-c3c(O)cc(C)oc3=O)cs2)C(=O)/C1=C\c1ccc(Cl)cc1 | 98.2
CCCCc1nc(Cl)c(C2C(C#N)=C(N)Oc3n[nH]c(CCC)c32)[nH]1 (stereo unspecified) | 100.6
CC(C)CNc1nc(NCC(C)C)[nH]c(=O)n1 | 101.2
CCCN1C2CCC1/C(=C\c1ccc(Cl)cc1)C(=O)/C2=C/c1ccc(Cl)cc1 | 55.1
OC(CCCCCCCCC(O)CN1CCc2ccccc2C1)CN1CCc2ccccc2C1 (stereo unspecified) | 95.1
N/C(=N\NC(=O)CCl)c1c(N)nc(=S)[nH]c1-c1ccc(Cl)cc1Cl | 84.4
CCOc1cccc(C2CC(=O)Nc3cc4c(cc32)OCO4)c1 (stereo unspecified) | 90.7
COc1ccc(-n2c(SCC(=O)NNC(=S)NC(=O)c3ccc(Br)cc3)nc3ccc(Cl)cc3c2=O)cc1 | 117.3
O=C(O)c1ccc2c(c1Sc1ccccc1)C(=O)c1ccccc1C2=O | 95.8
CCCCc1oc2ccc([N+](=O)[O-])cc2c1C(=O)c1ccc(C#CC2CC2)cc1 | 85.9
CCC(C)C(=O)Nc1nc(-c2ccc(S(=O)(=O)N(CC)CC)cc2)cs1 (stereo unspecified) | 63.7
CC1CC(C)(C)C2=NCCN21 (stereo unspecified) | 101.2
CNc1ccc(/C=C/c2c(F)cccc2F)cc1 | 77.5
Cc1nc(N)[nH]c(=O)c1CCCNS(=O)(=O)c1ccc(C(=O)CBr)cc1 | 100.9
O=C1CCS(=O)(=O)CC1 | 100.1
COc1cc(-c2n[nH]nc2-c2cccnc2)cc(OC)c1OC | 67.7
COc1cc(/C=C/C(=O)CC(=O)/C=C/c2ccc(OC(=O)c3cccs3)c(OC)c2)ccc1OC(=O)c1cccs1 | 56.2
COc1cc(C)ccc1Oc1nc(Nc2ccc(N3CCOCC3)cc2)ncc1N=Cc1cc(C(F)(F)F)cc(C(F)(F)F)c1 | 67.4
COC(=O)[C@H](Cc1ccc(O)cc1)NC(=O)C1(C)CCC[C@]2(C)[C@H]3C[C@H]4C(C(C)C)=C[C@]3(CC[C@@H]12)[C@@H]1C(=O)OC(=O)[C@@H]14 (stereo partly specified) | 116.7
CC(=O)c1ccc(OCc2ccccc2)c(OCc2ccccc2)c1 | 98.2
N/N=C(/Cc1ccccc1)NNC(N)=S | 97.8
NC(=O)c1ccc2nc3c(n2c1)C(=O)C(=O)c1ccccc1-3 | -42.2*
CC1(C)O[C@H]2OC3CCC(=O)CC3(O)[C@H]2O1 (stereo partly specified) | 101.9
Cc1cc(Cl)ccc1NC(=O)Nc1ccc2oc(=O)ccc2c1 | 90.9
COc1ccccc1OCC(O)CN1CCN(CC(=O)Nc2c(C)cccc2C)CC1 (stereo unspecified) | 97.4
Nc1nc(=S)[nH]c(=S)[nH]1 | 87.0
CCCCOC(=O)c1ccc(NC(=O)CN2CCOCC2)cc1 | 104.9
N#Cc1ccc(NC(=O)Nc2ccc(Cc3ccc(NC(=O)Nc4ccc(C#N)cc4)cc3)cc2)cc1 | 22.4

A portion of the library; the hit share may differ from the screen's.
